Screening results deposited in PubChem by National Center for Advancing Translational Sciences (NCATS).
MLL CXXC-DNA inh: qHTS Fluorescence Polarization Assay for Inhibitors of MLL CXXC domain - DNA interaction | MLL-CXXC / FITC-HOXA9 DNA fluorescence polarization | Potency, µM (titrated, usually from 115 µM), for inactives: at the highest dose activity change, negative = inhibition, usual class: inhibitors | 290,000 compounds, 0.037% hits | AID 2662, 2010; active = well fitted inhibition curve with a large enough effect in the polarisation, with a control signal flat, not every such curve was filed as active; inconclusive = small, poorly fitted or top-dose-only effect, or effect the other way, or a change in a side signal; inactive = no such curve, though single readings can be large or run the other way; the % refers to the polarisation; also: potency is read from the fitted curve at half-maximal effect
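Purified MLL-CXXC (added from a 7 uM solution) was preincubated 5 min at ambient with pinned compounds in 50 mM Tris-HCl pH 7.5, 50 mM NaCl, 1 mM DTT, 0.05% BSA. Fluorescein-labeled HOX-A9 DNA (50 nM solution) followed, 30 min, then polarization read.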
Integrin act MD: qHTS for Activators of Integrin-Mediated Alleviation for Muscular Dystrophy. alpha7betagal myoblasts, beta-gal FDG fluorescence, 48 h. Potency, µM (titrated, usually from 38.3 µM), for the others: at the highest dose activation, actives largely listed as activators. 350,000 compounds, 0.064% hits;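 also: potency is read from the fitted curve at half-maximal effect; 100% = response of the positive control SU9516; nearly all actives have a fitted effect of over 60% in size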
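Alpha7betagal+/- myoblasts (passage 13) were plated 16-24 hr, then exposed to compounds (1:260 dilution of DMSO stock) for 48 hours at 37C. After MPER lysis, β-galactosidase reporter activity was read as FDG fluorescence (ex 480/em 540) after 30 minutes.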
TRPV1 agonist: HTS Assay for Compounds that Act as Agonists of the Vanilloid Receptor 1; activation, % at 8.33 µM; TRPV1-expressing cells, Fluo-8 calcium influx, agonist mode; Transient receptor potential cation channel subfamily V member 1 (Homo sapiens), Q8NER1; 320,000 compounds, 0.19% hits; in the data active = activation above about 80%; inconclusive = between about 30% and that limit; also: 0% is about no effect
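Fluo-8 calcium influx in TRPV1-expressing cells, kinetic read (ex 480/em 520 nm). Compound added and read 3 min for agonist activity, followed by capsaicin at EC20 final and 2 min further read for enhancement.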
p53 reactivator: qHTS assay for re-activators of p53 using a Luc reporter. H1299 p53-A138V BP100-luciferase reporter, luminescence, 24 h. Potency, µM (top dose mostly 92.2 µM), for inactives: at the top dose activity change, positive = activation, most hits filed as activators. 320,000 compounds, 0.063% hits. AID 504706, 2011; also: potency is read from the fitted curve at half-maximal effect; % of control where 0% means no effect; nearly all actives have a fitted effect of over 45% in size
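H1299 (p53-null), stable ts p53-A138V + BP100-Luc; 1000 cells/well, Opti-MEM/10% FBS; cpd 4 pt, 1:5; 24 h, 37 deg C, 5% CO2; detection reagent 10 min RT; luminescence.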
A-T KAP1 phos: qHTS Assay for Identifying a Potential Treatment of Ataxia-Telangiectasia; […] A-T fibroblasts, KAP-1 phosphorylation AlphaLISA; neocarzinostatin DNA damage 30 min before lysis; Potency, µM (highest dose often 57.5 µM), inactives show top-dose activation, usual class: activators; 320,000 compounds, 0.19% hits; also: potency is read from the fitted curve at half-maximal effect; % of control where 0% means no effect; nearly all actives have a fitted effect of over 45% in size
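hTERT-immortalized A-T patient fibroblasts ([…]), 500 cells/well in OPTI-MEM, 1% FBS, got compounds for 60 min, then NCS for 30 min at 37C. Lysates were then assayed for phospho-KAP-1 by AlphaLISA (anti-pKAP1 donor, anti-KAP1 acceptor beads), 6 hr at 25C.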
B2AR arrestin: qHTS assay of beta-arrestin-biased ligands of beta2-adrenergic receptor. Beta-2 adrenergic receptor (Homo sapiens), P07550. beta-arrestin recruitment to beta2AR, cell-based reporter. 330,000 compounds, 0.02% hits. Potency, µM (doses to about 46.1 µM), for the others: top-dose activation, hits mostly activators;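 also: potency is read from the fitted curve at half-maximal effect; 0% = DMSO controls and full agonism = EC100 isoproterenol or metaproterenol; nearly all actives have a fitted effect of over 65% in size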
Target sequence (P07550 whole entry, looked up): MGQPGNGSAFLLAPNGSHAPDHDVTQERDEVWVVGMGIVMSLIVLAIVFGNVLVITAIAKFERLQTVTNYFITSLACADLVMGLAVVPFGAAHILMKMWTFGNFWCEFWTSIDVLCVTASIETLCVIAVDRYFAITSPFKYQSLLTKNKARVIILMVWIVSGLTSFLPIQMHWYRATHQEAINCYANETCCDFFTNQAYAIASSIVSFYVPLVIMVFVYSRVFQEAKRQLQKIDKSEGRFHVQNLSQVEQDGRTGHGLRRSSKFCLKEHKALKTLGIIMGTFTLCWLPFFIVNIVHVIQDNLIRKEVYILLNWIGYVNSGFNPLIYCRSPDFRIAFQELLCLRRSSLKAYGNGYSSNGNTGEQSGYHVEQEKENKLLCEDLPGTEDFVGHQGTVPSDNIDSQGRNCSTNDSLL
BRCA1 expr up: qHTS Assay to Identify Small Molecule Activators of BRCA1 Expression | MCF7-BRCA1-FFLuc reporter, luminescence, 48 h; response scale: scaled: vehicle 0%, 10 µM genistein 100% | Potency, µM (doses to about 46.1 µM), inactives show top-dose activation, actives largely listed as activators | 380,000 compounds, 1.1% hits; also: potency is read from the fitted curve at half-maximal effect; nearly all actives have a fitted effect of over 80% in size; some results filed as inactive show a strong effect at the top dose
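Quantitative HTS in MCF7 cells stably reporting BRCA1 expression via firefly luciferase. Compound treatment lasts 48 h at 37 °C in phenol-red free MEM. Activation is expressed relative to genistein at 10 microM and DMSO.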
PTAP TSG101 blk: qHTS Assay for Iinhibitors of HIV-1 Budding by Blocking the Interaction of PTAP/TSG101; Tumor susceptibility gene 101 protein (Homo sapiens), Q99816; Fluorescence polarization, FITC-PTAP peptide / Tsg101 binding; Potency, µM (highest dose often 115 µM), for inactives: at the highest dose activity change, negative = inhibition, most hits filed as inhibitors; 340,000 tested, under 10 active; active = well fitted inhibition curve with a large enough effect in the main read-out, with a control signal flat, not every such curve was filed as active; inconclusive = small, poorly fitted or top-dose-only effect, or effect the other way, or a change in a side signal; inactive = no such curve, though single readings can be large or run the other way; also: potency is read from the fitted curve at half-maximal effect; % of control where 0% means no effect
Target sequence (Q99816 whole entry, looked up): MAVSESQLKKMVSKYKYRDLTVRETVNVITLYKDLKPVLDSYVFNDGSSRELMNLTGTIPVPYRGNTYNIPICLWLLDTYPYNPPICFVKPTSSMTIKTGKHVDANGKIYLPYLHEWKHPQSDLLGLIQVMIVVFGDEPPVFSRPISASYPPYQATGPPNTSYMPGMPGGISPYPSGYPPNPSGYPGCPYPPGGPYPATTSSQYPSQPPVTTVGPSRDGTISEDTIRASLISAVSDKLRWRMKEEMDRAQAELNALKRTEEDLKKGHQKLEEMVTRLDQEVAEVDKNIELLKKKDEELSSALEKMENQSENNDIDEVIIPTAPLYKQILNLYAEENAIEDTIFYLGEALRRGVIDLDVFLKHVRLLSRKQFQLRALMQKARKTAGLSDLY
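Fluorescence anisotropy tracks displacement of a FITC-tagged PTAP peptide (50 nM) from the Tsg101 binding domain (10 uM), following a 20 min room-temperature incubation at pH 7.5.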
TCR activator: Activators of T cell receptors: qHTS campaign | primary human leukocytes, anti-CD3, IL-2 HTRF, 48 h | Potency, µM (doses to about 9.22 µM), without a hit: at the highest dose activation of IL-2 secretion, usual class: activators | 330,000 tested, under 10 active | AID 504894, 2011; also: % of control where 0% means no effect
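Human primary leukocytes + a-CD3 beads + cpd, 48 hr; IL-2 in supernatant by HTRF (ex 320nm / em 665nm). No co-stimulatory signal supplied.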
ELG1 repair inh: qHTS screen for small molecules that inhibit ELG1-dependent DNA repair in human embryonic kidney (HEK293T) cells expressing luciferase-tagged ELG1 | 330,000 compounds, 2.3% hits | AID 504467, 2011 | HEK293T ELG1-luciferase reporter, luminescence, 16 h; DNA damage induced by 5-fluorouridine | Potency, µM (doses to about 46.1 µM), for the others: at the top dose activity change, negative = inhibition, most hits filed as inhibitors; also: potency is read from the fitted curve at half-maximal effect; % is scaled to controls: 0 for no effect and ±100 for the full control effect; nearly all actives have a fitted effect of over 55% in size
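Cells (2,000 per well) received 5-fluorouridine plus test compound or DMSO and were incubated 16 hr at 37 °C, 5% CO2. Luciferase activity was read by luminescence 30 min after ONE-Glo addition; signal suppression marked inhibition of damage-induced ELG1 function.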
An asterisk follows results filed as active; ? = inconclusive; . = not tested or not shown; [ ] = dose if it differs, or a comment. Unless noted, calls follow the shape of the dose curve; as a rule, active = well fitted curve in the direction sought with a large enough effect; inconclusive = small, poorly fitted or top-dose-only effect, or another doubt; inactive = no such curve, though single readings can be large; an effect the other way counts as inactive or inconclusive.

SMILES	MLL CXXC-DNA inh	Integrin act MD	TRPV1 agonist	p53 reactivator	A-T KAP1 phos	B2AR arrestin	BRCA1 expr up	PTAP TSG101 blk	TCR activator	ELG1 repair inh
COc1cc(OC)cc(C(=O)NCC(=O)OCC(=O)C(C)(C)C)c1	11%	9%	1	0%	2%	0.1%	49%	-7%	-3%[46.1 µM]	26%
COC(=O)c1cc(CN2CCN(c3ccccc3)CC2)ccc1O	-3%	0%	11	8%	6%	-0.7%	-1%	-4%	.	-9%
CCN(CC)S(=O)(=O)c1ccc(/C=C/C(=O)OCC(=O)Nc2cccnc2Cl)cc1	.	0%	-3	3%	-8%	-0.2%	0%	-2%	2%	1%
CC(=O)c1cc2c(cc1NC(=O)Cc1ccsc1)OCO2	.	?	1	3%	4%	-0.7%	-21%	-8%	-3%	26%
O=C(CCNC(=O)Cn1ccc2ccccc2c1=O)NCCN1CCc2ccccc2C1	-5%	-15%	-4	?	-14%	-0.2%	-3%	-1%	0%	-13%
Clc1cccc(Nc2nc(N3CCOCC3)nc(N3CCOCC3)n2)c1	-12%	-14%	-3	-4%	4%	-0.1%	-38%	1%	0%	?
CC(C)C(=O)NCC(c1cccs1)S(=O)(=O)c1ccc(F)cc1 (stereo unspecified)	-8%	4%	-2	0%	5%	-0.7%	0%	-4%	-1%	13%
Cn1c2c(c(=O)n3ncnc13)CCCC2	-2%	?	0	1%	12%	0.0%	7%	0%	2%	1%
N#Cc1ccc(CSc2nnc(Nc3ccccc3)s2)cc1	7%	15%	18	-4%	4%	0.5%	0%	-5%	4%	-17%
CN1CCN(C(CNS(=O)(=O)c2ccc(F)cc2)c2cccnc2)CC1 (stereo unspecified)	4%	19%	1	-8%	4%	0.0%	4%	-6%	-1%[46.1 µM]	?
CCC(=O)Nc1ccc(-c2nc(-c3ccccc3)n(CC(=O)N3CCCCC3)n2)cc1	3%	22%	.	21%	3%	-0.2%	26%	-8%	1%	?
COCCCN(C(C)=O)c1nc(-c2ccccc2)cs1	-9%	13%[7.66 µM]	26	?	-2%	0.2%	?	-3%	1%	?
COc1ccc(/C=N/N2CCOCC2)cc1COc1ccc(Cl)cc1	13%	14%	25	15%	-1%	-0.4%	-44%	0%	0%[46.1 µM]	13%
COc1cc(/C=C/C(=O)N2CCc3ccccc3C2)cc(OC)c1OC	-9%	-30%	?	-47%[inhibitor]	2%	-0.1%	-6%	-1%	.	?
O=C(NCCS(=O)(=O)N1CCN(Cc2ccccc2)CC1)c1ccc(F)cc1	.	14%	14	3%	6%	-0.2%	-4%	-2%	-4%	13%
C/C(=N\NC(=O)c1ccc(OC2OCCOC2Oc2ccc(C(=O)N/N=C(\C)c3ccncc3)cc2)cc1)c1ccncc1 (stereo unspecified)	101%[activator]	11%	.	-4%	1%	0.2%	-50%	14%	-6%	?
Nc1c(C(=O)NCCc2ccccc2)nnn1Cc1ccc(Br)cc1F	9%	-7%	-7	0%	0%	0.4%	-2%	-4%	2%	-11%
Cc1cc(C)nc(SCC(=O)Nc2cccc(S(=O)(=O)N(C)C)c2)n1	4%	-28%	3	2%	-1%	-0.1%	-31%	0%	-4%	?
CCOc1cc(/C=N/NC(N)=O)cc(Br)c1OCC(=O)Nc1cccc2ccccc12	4%	17%	-6	-3%	.	0.0%	-29%	-7%	2%	?
COc1ccc(CCNc2oc(COc3ccccc3F)nc2C#N)cc1OC	2%	-15%	17	2%	1%	-0.5%	-18%	-1%	-4%	23µM*
CC1=NN(/C(=N\c2nnc(C)s2)Nc2ccc(C)cc2)[C@H](c2ccc(C)cc2)S1	3%	-6%	?	4%	.	-0.2%	-4%	0%	1%[46.1 µM]	-11%
COc1cc(NC(=O)c2ccccc2)c(OC)cc1Cl	3%	-2%	13	-5%	3%	-0.1%	-50%	0%	5%[46.1 µM]	-8%
Cc1cccc(COCC(Cc2ccccc2)N2CCN(C(=O)c3cc(Cl)cc(Cl)c3)CCC2=O)c1 (stereo unspecified)	5%	-19%	29	-3%	12%	0.4%	-12%	-13%	-5%	?
CCCCCc1cc(O)c2c(C)cc(=O)oc2c1	-7%	-59%[inhibitor]	?	-8%	-6%	0.0%	-93%[inhibitor]	41%[activator]	3%	25%
Cc1ccc(CS(=O)(=O)Cc2ccc(C(=O)NCc3cccs3)o2)cc1	12%	-6%	2	-4%	2%	-0.2%	0%	-3%	11%	?
Additional compounds
SMILES	MLL CXXC-DNA inh	Integrin act MD	TRPV1 agonist	p53 reactivator	A-T KAP1 phos	B2AR arrestin	BRCA1 expr up	PTAP TSG101 blk	TCR activator	ELG1 repair inh
Cc1ccc(S(=O)(=O)N2CCOCC2)cc1C(=O)Nc1cc(S(=O)(=O)N2CCCCC2)ccc1O	.	14%	.	.	.	.	-18%	-2%	6%	.
O=c1cc(CNc2cc(C(F)(F)F)cc(C(F)(F)F)c2)nc2sccn12	1%	-4%	-4	-4%	0%	-0.8%	-50%	-4%	-3%[46.1 µM]	-3%
O=C(Nc1ccc2ccccc2c1)c1cccnc1	-2%	-19%	-1	?	4%	-0.3%	?	-7%	3%	?
O=C(NCCCn1ccnc1)c1ccco1	1%	0%	1	-19%	2%	0.2%	2%	-6%	-1%	-6%
COC(=O)c1ccc(CSc2nnc(-c3c[nH]c4ccccc34)n2-c2ccccc2)cc1	16%	8%	-4	14%	1%	6.8%	-21%	-3%	4%[46.1 µM]	.
Cc1nn2c(-c3ccc(Cl)cc3Cl)nnc2s1	39%[activator]	-7%	1	-7%	-1%	0.0%	17%	-14%	0%	-13%
O=C1c2ccccc2C(=O)N1CCOc1ccccc1Cl	29%	?	-1	-3%	-13%	0.0%	?	0%	-3%	3%
CCCCOCC(O)CCc1n[nH]c(=S)n1-c1ccccc1 (stereo unspecified)	1%	-18%	0	0%	2%	-0.7%	5%	-4%	10%	-17%
COCCCNC(=O)c1ccc(Cn2c(=O)c3ccccc3n(Cc3ccccc3C#N)c2=O)cc1	11%	-22%	?	-6%	-5%	0.4%	-86%[inhibitor]	-6%	-5%	?
O=C(CSc1nccc(=O)[nH]1)Nc1ccc(F)c(Cl)c1	-9%	19%	22	11%	-2%	0.3%	-17%	.	.	4%
Cn1c(=O)n(Cc2ccccc2)c(=O)c2c1nc1n2CCCN1Cc1ccccc1	-7%	-9%	1	4%	-1%	-0.2%	-11%	-6%	1%	-1%
C/C=C/COc1nc2c(c(=O)n(C)c(=O)n2C)n1C	2%	0%	-4	-9%	-2%	-0.9%	-9%	2%	-5%[46.1 µM]	-19%
Cc1cc(O)c2c(CN3CCN(Cc4ccccc4)CC3)cc(=O)oc2c1	3%	-11%	24	-5%	5%	-0.3%	-8%	-10%	-2%	?
CCc1ccc2c(CN(C)Cc3ccccc3OC)cc(=O)oc2c1	-4%	-60%	18	13%	-5%	-1.2%	1%	1%	0%	?
O=C(NCCCN1CCOCC1)c1onc(CSc2ccccn2)c1C(=O)NCCCN1CCOCC1	.	0%	.	.	.	.	4%	-1%	-2%	.
Cc1nnc2sc(SCc3ccc(Cl)cc3)nn2c1=O	3%	-25%	0	-3%	19%	-0.4%	4%	-1%	-4%[46.1 µM]	?
CCCCNC(=O)C1CCN(S(=O)(=O)N2CCOCC2)CC1	8%	7%	2	-2%	1%	-0.4%	0%	0%	-1%	23%
COCCn1c(N)c(N(Cc2ccccc2)C(=O)CSCC(=O)Nc2ccc(OC)cc2)c(=O)[nH]c1=O	.	-5%	-4	-1%	17%	0.1%	-6%	1%	4%	0%
Cc1ccc(-c2c(C(=O)N/N=C/c3ccco3)nnn2-c2nonc2N)cc1	-2%	21%	?	-15%	1%	-0.9%	-5%	0%	-3%	-1%
CC(OC(=O)C1=COCCO1)C(=O)c1ccc(Br)cc1 (stereo unspecified)	.	21%	.	-5%	-5%	4.0%	-9%	3%	-2%	17%
CCOC(=O)[C@@H]1[C@H]2COc3ccc(Br)cc3[C@@H]2N2C(=O)N(c3ccc(Cl)cc3)C(=O)[C@@]12C	.	20%	.	-4%	3%	-0.1%	-8%	-3%	-4%	10%
CCC(C)(C(=O)NC1CCCC1)N(C(=O)c1cnccn1)c1ccccc1 (stereo unspecified)	2%	-18%	.	1%	9%	0.5%	-12%	-6%	10%	-4%
O=C(/C=C\Nc1ccccc1Br)c1ccc2c(c1)OCO2	11%	-18%	9	?	3%	-0.2%	-55%	2%	4%	?
C/C(=N\NC(=O)c1cc(C)nc2ccc(C)cc12)c1ccncc1	5%	-4%	3	2%	5%	0.5%	0%	-4%	-2%	0%
